Screening results: PubChem, Sanford-Burnham Center for Chemical Genomics
DNMT1 block: inhibitors of human DNMT1. DNMT1 molecular beacon, Hinp1I cleavage, fluorescence. inhibition (reported as % activation of signal), % at 10 µM. 360,000 tested, 0.83% active. AID 588458; in the data active = inhibition above about 50%
SUMO1-SIM PPI: modulators of human SUMO1-mediated protein-protein interactions; P63165; SUMO1 binding to a labelled peptide, TR-FRET, 1 h; inhibition, % at 20 µM; 360,000 tested, 0.33% active; AID 602429; in the data active = inhibition above about 37%
MT1-MMP act inh: MT1-MMP (human) activation inhibition. AID 651647. P50281. HT1080 RFP-PRO-GFP cells, GFP/RFP ratio fluorescence, overnight; percent of plate control window, DMSO zero. 360,000 tested, 0.061% active. GFP/RFP ratio change, % at 20 µM;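 active = GFP/RFP ratio change of at least 30% with cell ATP level not reduced by more than half and red fluorescence within 50% of control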; note: strong numbers were not always called active
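Read-out: GFP/RFP fluorescence ratio; Test system: RFP-PRO-GFP reporter HT1080 cells; Compound dosing: single-point 20 µM compound, 1% DMSO; Times: overnight compound exposure at 37 °C.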
STEP block: STEP (human) phosphatase inhibition. recombinant STEP, OMFP fluorogenic substrate, fluorescence. inhibition, % at 20 µM. 360,000 tested, 0.25% active. AID 588621;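 active = inhibition at 20 µM, scaled per plate between control wells, above about 37%, limit read from the data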;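 note: 0% = DMSO with enzyme and substrate and 100% = substrate only without enzyme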
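Measure: Control-normalized % inhibition with plate pattern correction | Test system: STEP phosphatase, cell-free reaction | Medium: pH 6.0 Bis-Tris with DTT and Tween 20 | Technique: Fluorescence, 480/540 nm | Times: Reaction 20 min, ambient temperature | Doses: Single compound dose of 20 µM, 1% DMSO final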
SKN-1 block: C. elegans SKN-1 inhibition; 360,000 tested, 0.49% active; inhibition, % at 21.8 µM; C. elegans VP596 Pgst-4::GFP/RFP ratio, acrylamide-induced, 24 h; AID 624304;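 active = interference check ratio from 0.5 to 1.5 plus GFP to RFP signal ratio inhibition reaching or exceeding a fixed threshold, cut at about 30% in these data, passing the limit was not always enough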; note: some compounds called inactive have numbers as strong as hits
Scp1 inh: Scp-1 (human) phosphatase inhibition; Q9GZU7; Recombinant Scp1, phosphopeptide, malachite green phosphate absorbance; inhibition, % at 20 µM; 340,000 tested, 0.88% active; AID 493091;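 active = inhibition above about 50% at 20 µM, limit read from the data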;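 note: plate controls were DMSO wells with enzyme for no effect and wells lacking enzyme for full effect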
Target sequence (Q9GZU7 76-261 limits assumed): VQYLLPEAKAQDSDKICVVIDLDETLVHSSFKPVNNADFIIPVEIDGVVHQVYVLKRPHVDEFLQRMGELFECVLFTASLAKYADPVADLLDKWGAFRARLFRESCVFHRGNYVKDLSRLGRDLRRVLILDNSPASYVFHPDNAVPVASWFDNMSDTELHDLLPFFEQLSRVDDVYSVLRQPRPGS
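Test system: SCP-1 phosphatase catalytic domain, residues 76-261 | Compound dosing: One concentration, 20 µM, with 1.0% DMSO | Schedule: 45 min room-temperature reaction, 5 min colour, 30 min stabiliser | Detection: Absorbance at 630 nm | Read-out basis: % inhibition of SCP-1 phosphate liberation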
NRP1-CendR mod: NRP-1/CendR interaction modulation | O14786 | 360,000 tested, 0.85% active | FAM-RPARPAR peptide binding to NRP-1, fluorescence polarization | inhibition, % at 25 µM;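 active = inhibition or corrected inhibition above about 18%, plus a signal ratio from 0.5 to 1.5, limit read from the data, passing the limit was not always enough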; note: strong numbers were not always called active
Target sequence (O14786 whole entry, looked up): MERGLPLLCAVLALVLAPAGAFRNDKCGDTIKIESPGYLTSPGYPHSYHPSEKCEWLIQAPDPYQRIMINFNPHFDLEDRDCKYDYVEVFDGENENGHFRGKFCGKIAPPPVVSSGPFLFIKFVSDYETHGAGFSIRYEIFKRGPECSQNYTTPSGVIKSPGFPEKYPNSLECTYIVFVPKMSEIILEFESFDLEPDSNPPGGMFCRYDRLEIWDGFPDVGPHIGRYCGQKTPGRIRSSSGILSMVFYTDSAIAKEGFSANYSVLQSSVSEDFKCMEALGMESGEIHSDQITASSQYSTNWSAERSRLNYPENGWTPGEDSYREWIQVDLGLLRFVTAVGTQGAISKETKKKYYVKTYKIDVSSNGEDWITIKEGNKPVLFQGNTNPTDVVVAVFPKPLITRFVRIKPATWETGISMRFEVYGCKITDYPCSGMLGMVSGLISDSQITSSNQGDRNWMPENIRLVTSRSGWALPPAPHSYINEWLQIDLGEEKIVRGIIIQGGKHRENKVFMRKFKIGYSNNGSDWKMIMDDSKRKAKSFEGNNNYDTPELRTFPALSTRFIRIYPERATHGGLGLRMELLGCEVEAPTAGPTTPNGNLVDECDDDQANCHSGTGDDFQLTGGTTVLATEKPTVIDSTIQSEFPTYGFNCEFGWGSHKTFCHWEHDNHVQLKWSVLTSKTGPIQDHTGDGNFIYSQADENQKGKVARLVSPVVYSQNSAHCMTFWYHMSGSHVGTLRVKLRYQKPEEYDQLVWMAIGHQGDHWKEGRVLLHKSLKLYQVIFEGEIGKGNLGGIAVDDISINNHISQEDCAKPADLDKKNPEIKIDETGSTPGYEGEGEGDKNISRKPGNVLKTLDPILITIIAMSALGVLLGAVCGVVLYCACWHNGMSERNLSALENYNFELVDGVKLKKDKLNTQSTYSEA
Rpn11 block: inhibitors of human proteasome Rpn11; O00487; human 26S proteasome, Ub4-pepOG fluorescence polarization; 20S core pre-blocked with epoxomicin; calls only at 20 µM; 360,000 tested, 0.59% active; AID 588493;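 active = inhibition at 20 µM, scaled to each plate's controls, above about 33%, limit read from the data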
NadD inh: NadD (S. aureus) enzyme inhibition. AID 602399. 360,000 tested, 0.78% active. purified NadD enzyme, colorimetric absorbance read-out. inhibition, % at 20 µM; in the data active = inhibition above about 26%; note: some compounds past the cut are filed as inactive
LMPTP inh: LMPTP (human) inhibition | recombinant LMPTP-A, OMFP fluorogenic substrate, fluorescence intensity | inhibition, % at 20 µM | 360,000 tested, 0.22% active | AID 651560;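 active = compounds that cut the enzyme signal by at least half of the control window in the single-dose screen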;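 note: plate controls were DMSO wells with enzyme plus substrate for no effect and substrate without enzyme for full effect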
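Test system – LMPTP-A enzyme · Amount – LMPTP-A at 0.625 nM final in the reaction · Buffer or medium – Bis-Tris pH 6.0, DTT, detergent · Reagent – OMFP 400 µM · Doses – single 20 µM dose · Schedule – reaction 50 min, room temperature, dark · Detection – fluorescence intensity of OMFP turnover product · Evaluation – percent inhibition versus substrate-only and uninhibited controls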
Starred values were filed as active, the others as inactive; i = inactive; . = no result given.

SMILES | DNMT1 block | SUMO1-SIM PPI | MT1-MMP act inh | STEP block | SKN-1 block | Scp1 inh | NRP1-CendR mod | Rpn11 block | NadD inh | LMPTP inh
CN(Cc1ccccc1)C(=O)[C@@H]1CCCN1C(=O)[C@@H]1CCCN1C(=O)c1ccc(Cl)cc1 | . | 0 | 2 | . | 11 | . | 13 | . | 0 | -0.4
CCC(C)[C@H](NC(=O)[C@@H]1Cc2c([nH]c3ccccc23)C2c3ccccc3C(=O)N21)C(=O)N1CCC[C@@H]1C(=O)O (stereo partly drawn) | 2 | 11 | -6 | -2 | 12 | -4 | 9 | i | 9 | -1.1
CCOC(=O)[C@H]1[C@H]2COc3ccc(Br)cc3[C@@H]2N2C(=O)c3ccc(Cl)cc3NC(=O)[C@@]12C | -4 | -3 | -35 | -2 | 14 | -6 | -9 | i | -4 | 1.7
O=C(c1ccc2c(c1)OCCO2)C1CCN(C(=O)Nc2ccccc2F)CC1 | 5 | 1 | -1 | -1 | 20 | -3 | 3 | i | -4 | -0.9
CCN(CC)c1ccc(-c2n[nH]c(=S)n2-c2ccccc2C)cc1 | -4 | 10 | -5 | 2 | 5 | -5 | 8 | i | 0 | 1.3
Cc1ccc(NC(=O)CN2C(=O)COc3ccc(S(=O)(=O)N4CCCC4)cc32)cc1C | 2 | 3 | 3 | 2 | -10 | 9 | 2 | i | 0 | 0.8
CCSc1nnc(SCC(=O)NC2CCCCC2)s1 | 9 | 0 | 0 | -4 | 3 | -2 | -13 | i | 0 | -0.8
CCOC(=O)CNC(=O)CSc1nc(N)cc(N)n1 | 0 | -4 | -3 | -5 | -11 | -7 | -8 | i | -3 | -0.1
COc1ccc(OCc2cn(CC(=O)c3ccc(O)cc3)nn2)cc1 | 57* | 8 | 2 | 6 | -7 | -2 | -11 | i | 7 | -0.3
OC(CN1CCN(c2ccccc2F)CC1)c1ccc(F)cc1 (stereo not drawn) | -3 | 2 | 0 | -2 | -10 | -9 | 1 | i | 3 | -0.5
O=C(Nc1ccc(F)cc1F)Nc1csc2ccccc12 | 4 | 6 | 3 | -1 | -8 | -7 | 4 | i | -5 | 3.7
CCCCOc1cccc(/C=C(\C#N)C(=O)NC2CC2)c1 | 3 | -8 | 2 | -2 | -4 | -2 | 4 | i | -5 | -0.7
Cc1ccc(CCNC(=O)CS(=O)Cc2nc(-c3cccs3)oc2C)cc1 (stereo not drawn) | -7 | -1 | -6 | 4 | 2 | 3 | 2 | i | -6 | 0.3
Cc1nnc(N/N=C/C2CC=CCC2)[nH]c1=O (stereo not drawn) | 0 | -3 | 13 | 2 | 3 | -7 | 4 | i | 5 | -0.9
O=C1c2ccccc2C(=O)C1c1nccc2ccccc12 | 41 | 31 | -7 | 5 | -11 | -1 | -18 | i | 3 | 1.3
Cc1[nH]c2ccccc2c1C(=O)CN1CCCC1 | -8 | 2 | -8 | -1 | 10 | -5 | -16 | i | 2 | -0.3
CNC(=O)NC(=O)COC(=O)/C=C/c1cccc(Br)c1 | 0 | 3 | -7 | 0 | 12 | -9 | 0 | i | -2 | -0.5
Cc1cccc(C(=O)Nc2ccc(S(=O)(=O)Nc3nc(C)cc(C)n3)cc2)c1 | 1 | 0 | -2 | -2 | 3 | -10 | 3 | i | -1 | -1.4
COc1ccc(-c2cn[nH]c2-c2ccc(OCC(=O)NN)cc2O)cc1OC | -2 | 9 | -3 | -2 | 2 | -12 | -6 | i | 2 | -0.4
CSc1ccccc1C(=O)N1CCC(CCC(=O)NC2CC2)CC1 | 1 | -2 | 2 | -3 | 8 | -9 | 5 | i | 3 | -0.8
CCOP(=O)(OCC)C(NC(C)=O)C(=O)c1ccccc1 (stereo not drawn) | 1 | -9 | -1 | -2 | 0 | 6 | 9 | i | -1 | -0.1
CSc1cc(-c2ccc(Cl)cc2)c(C(=O)N2CCCC2)s1 | -1 | -1 | -10 | 1 | 20 | 3 | 6 | i | 0 | 1.1
CC1(c2ccccc2)NC(=O)N(CC(=O)NNC(=O)c2ccccc2F)C1=O (stereo not drawn) | -1 | 4 | 2 | 1 | -8 | -1 | 2 | i | 5 | 0.6
COc1ccc(N2CCN(C(=O)CCNC(=O)c3ccc(C(C)(C)C)cc3)CC2)cc1 | 3 | -5 | 0 | 1 | 6 | 2 | 8 | i | -1 | -0.2
Cc1cccc(Cl)c1NC(=S)NCCc1ccccn1 | 0 | 1 | -4 | 0 | -5 | -3 | 7 | i | 2 | -1.7
(more compounds)
SMILES | DNMT1 block | SUMO1-SIM PPI | MT1-MMP act inh | STEP block | SKN-1 block | Scp1 inh | NRP1-CendR mod | Rpn11 block | NadD inh | LMPTP inh
CCOc1cc(/C=C(/NC(C)=O)C(=O)O)cc(Cl)c1OCc1cccc(Br)c1 | 1 | 4 | 5 | 2 | -11 | -3 | -5 | i | -1 | 0.2
C/C(N)=C(/C#N)C(=O)COC(=O)Cc1coc2ccc3ccccc3c12 | -11 | 2 | 2 | 0 | -1 | 1 | -11 | i | -11 | 0.5
COc1ccc(C(=O)NC(=S)Nc2cccnc2)cc1Cl | -1 | -3 | -4 | 2 | 6 | 3 | 9 | i | -3 | -1.0
COC(=O)/C(C#N)=C/c1c(Oc2cccc(C)c2C)nc2ccccn2c1=O | 4 | -2 | 2 | 3 | -16 | -9 | 5 | i | -3 | -0.4
COC(=O)c1cc2sccc2n1Cc1ccc(C)cc1 | -1 | -4 | -8 | 0 | 38* | -6 | 17 | i | 1 | 2.3
CC1(C)CC(=O)C(C=NCCN2CCOCC2)=C(O)C1 | 2 | -3 | 2 | 2 | -6 | 6 | -3 | i | 3 | -0.2
Cc1ccc2c(C)c(C(=O)N3CCC(C(N)=O)(N4CCCCC4)CC3)oc2c1C | -1 | -6 | -4 | -2 | 17 | . | -2 | i | -4 | -0.2
COc1cc(C(=O)NCCNC(=O)c2cc(OC)c(C)c(OC)c2)cc(OC)c1C | 3 | -4 | 2 | -3 | 7 | -5 | -6 | i | -1 | -0.6
CC1=CCC(Cc2nc3ccccc3o2)C1(C)C (stereo not drawn) | -9 | 1 | 2 | 5 | 0 | -9 | 3 | i | -3 | 0.6
CCNC(=O)COC(=O)C1CCN(S(=O)(=O)c2ccc3c(c2)OCCO3)CC1 | 0 | 0 | 3 | -5 | 11 | -9 | -1 | i | -9 | -0.3
CN(C)c1ccc(P(=O)(OC2CCCCC2)C(O)c2ccncc2)cc1 (stereo not drawn) | 2 | -2 | -4 | 2 | 0 | -4 | -10 | i | -2 | -2.1
CCOC(CCNC(=O)c1cc(-c2cccs2)nc2ccccc12)OCC | 4 | -16 | 5 | 1 | 18 | -7 | 2 | i | -2 | -0.3
CC(=O)c1c(C)[nH]c(C(=O)OCC(=O)Nc2c(C)n(C)n(-c3ccccc3)c2=O)c1C | 7 | 3 | 1 | 1 | -7 | -7 | 7 | i | -2 | -1.2
c1ccc(N2CCN(c3nccn4ccnc34)CC2)nc1 | 1 | -8 | 0 | -2 | 2 | . | 10 | i | 2 | 3.7
Cc1cccc(NC(=O)C2CCN(c3nccc(C)n3)CC2)c1 | -2 | 2 | -1 | -2 | 0 | -5 | 3 | i | 3 | -1.2
COCCN1CCC(CO)C1 (stereo not drawn) | 5 | -4 | -2 | 0 | -5 | 5 | 11 | i | 1 | -4.1
CCOC(=O)N1CCN(CCC(=O)Nc2cc(OC)cc(OC)c2)CC1 | 3 | -3 | 12 | -3 | -3 | -2 | 0 | i | -4 | -0.9
CC(C)OC(=O)CSc1nnc(-c2ccc(Cl)cc2Cl)n1N | 3 | 0 | 1 | 1 | -12 | -2 | 2 | i | -4 | -0.4
NC(=O)c1nsc(C(=O)N(c2cccc(F)c2)C(C(=O)NCC2CCCO2)c2cccs2)c1N (stereo not drawn) | -8 | -8 | -3 | -3 | 6 | -6 | 10 | i | -2 | -0.4
CC[n+]1c(C)cc2c(sc3ccccc32)c1C | 0 | -5 | -4 | -3 | 0 | 63* | 2 | i | 12 | 1.1
COc1ccc(N2CCN(CC(=O)c3ccc(O)c(C)c3O)CC2)cc1 | -3 | 3 | -2 | 2 | 20 | -5 | -2 | i | -2 | -0.2
CCCc1cc(=O)oc2cc(OCC(=O)NCC3CCC(C(=O)O)CC3)ccc12 (stereo not drawn) | 1 | 2 | -2 | -1 | 11 | 1 | 4 | i | -3 | -0.1
Cc1ccnc(NC(=O)Cc2ccc([N+](=O)[O-])cc2)c1 | 1 | -15 | -4 | -4 | -4 | -3 | 6 | i | 1 | 0.2
COc1ccc(C(=O)NC2CCCc3c2cnn3-c2ccccc2F)o1 (stereo not drawn) | -1 | 0 | -17 | -1 | 12 | -5 | 2 | i | -2 | -0.5
CCOc1ccc(NS(=O)(=O)c2ccc(C(=O)NCC3CCCO3)cc2)cc1 (stereo not drawn) | -2 | 4 | 4 | -3 | 4 | . | 21 | i | -1 | 0.6

Entries of single compounds from above. Values in the order: DNMT1 block | SUMO1-SIM PPI | MT1-MMP act inh | STEP block | SKN-1 block | Scp1 inh | NRP1-CendR mod | Rpn11 block | NadD inh | LMPTP inh
Listed for `Cc1cccc(NC(=O)C2CCN(c3nccc(C)n3)CC2)c1` : -2 | 2 | -1 | -2 | 0 | -5 | 3 | i | 3 | -1.2
Listed for `Cc1ccc2c(C)c(C(=O)N3CCC(C(N)=O)(N4CCCCC4)CC3)oc2c1C` : -1 | -6 | -4 | -2 | 17 | . | -2 | i | -4 | -0.2
Listed for `CCNC(=O)COC(=O)C1CCN(S(=O)(=O)c2ccc3c(c2)OCCO3)CC1` : 0 | 0 | 3 | -5 | 11 | -9 | -1 | i | -9 | -0.3

(further entries)
SMILES | DNMT1 block | SUMO1-SIM PPI | MT1-MMP act inh | STEP block | SKN-1 block | Scp1 inh | NRP1-CendR mod | Rpn11 block | NadD inh | LMPTP inh
COc1cc(F)c(C2=CC(=O)C[C@H](c3ccc4c(c3)OCO4)C2)cc1F | -1 | -14 | 6 | 1 | 15 | -11 | 16 | i | -4 | 2.4
Cc1cc(Cl)ccc1NC(=S)N(CCCN1CCOCC1)Cc1cccs1 | 9 | 0 | -4 | 57* | 6 | -2 | -6 | i | -5 | -2.4
COC(=O)c1c(S(C)(=O)=O)nc(-c2ccccc2)[nH]c1=O | 12 | 2 | 3 | -3 | -10 | 15 | 1 | i | 4 | -3.2
COc1ccc(CN2CCN(Cc3c[nH]c4ccccc34)CC2)c(OC)c1 | -15 | -3 | 4 | 3 | 11 | . | 0 | i | -12 | -2.7
Cc1cc(C)c(S(=O)(=O)c2cccc(Cl)c2)c(=O)[nH]1 | -2 | 3 | 0 | -1 | 19 | -4 | -1 | i | -4 | -3.4
CCC1(CC)NC(=O)N(CC(=O)NCc2ccc3c(c2)OCO3)C1=O | 1 | -4 | -6 | -6 | 10 | 9 | 6 | i | 3 | -1.0
CCN(CC(=O)Nc1c(F)cccc1F)C(=O)CCNS(=O)(=O)c1ccccc1C(F)(F)F | 0 | 4 | 1 | -1 | 14 | 2 | 7 | i | -2 | -1.5
